mcGAS RapidFire: inhibitors of Mus musculus cyclic GMP-AMP synthase, initial high-throughput assay, cell-free, RapidFire MS. recombinant mouse cGAS, cGAMP by RapidFire MS. inhibition, % at 12.5 µM. hit rate 0.18% among 130,000. AID 1259397, 2018;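 active means inhibition of cGAS enzyme activity at or above 60%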;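 further: enzyme stimulated by 45 bp dsDNA with ATP and GTP substrates; cGAMP share of summed cGAMP plus half ATP and half GTP signals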
Target sequence (Q8C6L5 whole entry, looked up): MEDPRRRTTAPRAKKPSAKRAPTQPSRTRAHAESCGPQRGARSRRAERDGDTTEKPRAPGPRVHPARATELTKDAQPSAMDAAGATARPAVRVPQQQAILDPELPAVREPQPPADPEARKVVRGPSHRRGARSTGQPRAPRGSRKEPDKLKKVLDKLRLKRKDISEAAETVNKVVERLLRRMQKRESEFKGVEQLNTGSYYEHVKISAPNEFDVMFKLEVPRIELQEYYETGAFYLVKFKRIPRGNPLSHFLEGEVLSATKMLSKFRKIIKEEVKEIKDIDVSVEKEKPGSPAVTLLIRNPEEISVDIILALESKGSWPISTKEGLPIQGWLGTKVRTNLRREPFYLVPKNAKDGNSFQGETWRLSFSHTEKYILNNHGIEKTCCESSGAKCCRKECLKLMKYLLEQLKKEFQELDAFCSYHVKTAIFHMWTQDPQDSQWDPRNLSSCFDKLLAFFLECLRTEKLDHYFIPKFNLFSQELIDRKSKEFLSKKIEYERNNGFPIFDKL
Starred values were filed as active, the others as inactive; & = joins results of further samples. The list is partial; count on the stated rates, not on these rows.

SMILES	mcGAS RapidFire
CC(=O)Nc1ccc(C)cc1NC(=O)c1n[nH]c(C2CC2)c1Cl	-3
Cc1ccc(N2N=C(Br)CC2C(=O)O)cc1 (stereo unspecified)	-1
COc1ccc(N=Nc2c(O)ccc3ccccc23)c([N+](=O)[O-])c1	-10
C=C(C)Cn1c(C2CC(=O)N(c3ccccc3CC)C2)nc2ccccc21 (stereo unspecified)	2
Cc1cc(C)c2c3oc(=O)cc(O)c3c(=O)n(C)c2c1	-4
CCOc1ccccc1CN1CCN(C2CCN(c3ccccc3F)CC2)CC1CCO (stereo unspecified)	-6
CC(=CC(=O)C(F)(F)F)NCc1ccco1	-5
CSCc1ccc(C(=O)N2CCC(N3CCC(C(=O)NC(C)C)CC3)CC2)o1	-1
Cc1noc(C)c1C(=O)N1CCOC(Cc2cccc3ccccc23)C1 (stereo unspecified)	-8
O=C(C(Cc1ccccc1)NCc1cccc(O)c1)N1CCCC1 (stereo unspecified)	-10
NC(=O)c1ccc(S(=O)(=O)N2CCN(c3nccc(C(F)(F)F)n3)CC2)o1	-3
C=CC[n+]1cc(-c2ccccc2)n2c1CCCCC2	-4
COC(=O)C1=C(O)/C(=C\c2ccc(O)c(C)c2)SC1=Nc1ccccc1Cl	-1
Nc1ccc(CN2C(=O)CSC2=O)cc1	0
Cc1ccc(S(=O)(=O)c2nc(SCC(=O)Nc3ccccc3)sc2N2CCOCC2)cc1	-9
COCCCC1CCN(Cc2nc(Cc3ccccc3Cl)no2)CC1	-1
N#Cc1ccc(N2Cc3ccccc3C2=NC(=O)c2cccs2)cc1	13
COC(=O)c1[nH]nc2c1C(=O)N(C1CCCCC1)C2=O	54
Cc1cccn2c(=O)c3cc(C(=O)NC4CCCCCCCCCCC4)n(C)c3nc12	-6
CSc1nc2c3ccccc3ncn2n1	-4
Cn1c(=O)n(Cc2cccc3ccccc23)c(=O)c2c1nc1n2CCCN1Cc1ccco1	-6
CN(C(=O)c1ccsc1)C(Cc1ccccc1)C1CCN(C(=O)[C@H]2C[C@@H]3C=C[C@H]2C3)CC1 (stereo partly specified)	-10
Cc1nc2n(n1)C(=O)C(C(c1cccc(Cl)c1)N1CCC(C)CC1)S2 (stereo unspecified)	-11
CCOc1ncccc1C(=O)NCc1ccc(C)c(F)c1	2

19 neighbouring entries already listed, for reference:
SMILES	mcGAS RapidFire
COc1ccc(N=Nc2c(O)ccc3ccccc23)c([N+](=O)[O-])c1	-10
C=C(C)Cn1c(C2CC(=O)N(c3ccccc3CC)C2)nc2ccccc21 (stereo unspecified)	2
Cc1cc(C)c2c3oc(=O)cc(O)c3c(=O)n(C)c2c1	-4
CCOc1ccccc1CN1CCN(C2CCN(c3ccccc3F)CC2)CC1CCO (stereo unspecified)	-6
CC(=CC(=O)C(F)(F)F)NCc1ccco1	-5
CSCc1ccc(C(=O)N2CCC(N3CCC(C(=O)NC(C)C)CC3)CC2)o1	-1
Cc1noc(C)c1C(=O)N1CCOC(Cc2cccc3ccccc23)C1 (stereo unspecified)	-8
O=C(C(Cc1ccccc1)NCc1cccc(O)c1)N1CCCC1 (stereo unspecified)	-10
NC(=O)c1ccc(S(=O)(=O)N2CCN(c3nccc(C(F)(F)F)n3)CC2)o1	-3
C=CC[n+]1cc(-c2ccccc2)n2c1CCCCC2	-4
COC(=O)C1=C(O)/C(=C\c2ccc(O)c(C)c2)SC1=Nc1ccccc1Cl	-1
Nc1ccc(CN2C(=O)CSC2=O)cc1	0
Cc1ccc(S(=O)(=O)c2nc(SCC(=O)Nc3ccccc3)sc2N2CCOCC2)cc1	-9
COCCCC1CCN(Cc2nc(Cc3ccccc3Cl)no2)CC1	-1
N#Cc1ccc(N2Cc3ccccc3C2=NC(=O)c2cccs2)cc1	13
COC(=O)c1[nH]nc2c1C(=O)N(C1CCCCC1)C2=O	54
Cc1cccn2c(=O)c3cc(C(=O)NC4CCCCCCCCCCC4)n(C)c3nc12	-6
CSc1nc2c3ccccc3ncn2n1	-4
Cn1c(=O)n(Cc2cccc3ccccc23)c(=O)c2c1nc1n2CCCN1Cc1ccco1	-6

New compounds follow:
SMILES	mcGAS RapidFire
CC(C)COC(=O)N1CCCN(CC(C#N)CCC#N)CC1 (stereo unspecified)	-4
O=C1CCC(=O)N1c1ccc(S(=O)(=O)O)cc1	-12
NC(=O)CCN1CCN(CC(=O)Nc2ccc(Cl)c(C(F)(F)F)c2)CC1	-1
Oc1ccc(Br)cc1-c1nc2cnccn2c1NC1CCCC1	5
COc1ccc(C2CCCN2CC(=O)N2CCCC3CCCCC32)cc1OC (stereo unspecified)	-2
CCCCn1c(=O)c2c(nc3n2CCCN3Cc2ccco2)n(C)c1=O	-3
S=c1[nH]cccc1Nc1ncccn1	-12
Cc1n[nH]c(C)c1NC(=O)NC(C)c1cccc(N2CCCC2)c1 (stereo unspecified)	1
CC(Cn1cccn1)C(=O)Nc1cccc(NC(=O)Cc2ccccc2)c1 (stereo unspecified)	-21
CCCn1c(=O)n(C)c(=O)c2c3oc(=O)c(NC(=O)c4ccc(F)cc4)cc3[nH]c21	-10
Cc1nn(C)c2sc(C(=O)NCC3(N)CCCC3)cc12	-11
O=C(OCC(=O)N1CCOCC1)c1ccc(-c2cc(Cl)ccc2Cl)o1	1
CN(C)C(=S)Nc1ccc(N(C)C)cc1	4
O=C1NCCN(CC2CCCCO2)C1c1cccs1 (stereo unspecified)	-1
COc1ccccc1-n1cc(C(=O)N2CCN3C(=O)CNC(=O)C3C2)cn1 (stereo unspecified)	-9
CC(C)CCCC1CN(C(=O)c2ccc3c(c2)OCO3)CCO1 (stereo unspecified)	-5
COc1ccc2nc(SC3CCCCNC3=O)[nH]c2c1 (stereo unspecified)	-8
Cc1nc(SCc2csc(C(C)C)n2)sc1CC(N)=O	-15
c1cnc(N2CCCC(c3nc4ccccc4[nH]3)C2)nc1 (stereo unspecified)	8
Cc1ccc(C2CC(=O)c3c(C)nn(-c4nc(C)cc(C)n4)c3C2)cc1 (stereo unspecified)	-18
Cc1nn(-c2ccccc2)c(Cl)c1CN1CCN(CCO)CC1	-4
Cc1c(C)n2c3c(=O)[nH]c(=O)n(C)c3nc2n1Cc1ccccc1	-4
O=C1c2ccc(Br)cc2C(=O)N1CNc1ccc(Br)cc1	-5
CCN(CC)C(=O)C(c1ccccc1)N1CCN(CCO)CC1 (stereo unspecified)	-8
Cn1cc(C(=O)NCC2CCN(C(=O)c3cc4c(cc3O)CCCC4)CC2)cn1	-6
CCOC(=O)COc1cccc2c(C)c(CCN(CC)CC)c(=O)oc12	0
CCn1ccnc1CNc1cnn(C)c1	-4
COc1ccc(-c2cncc(N(C)C)n2)cn1	-31
Cc1csc(-c2ccc(C(=O)C(C#N)C(=O)N3CCCC3)cc2)n1 (stereo unspecified)	-3
c1cnc2nc(-c3ccsc3)c(Nc3ccc4c(c3)OCCO4)n2c1	-5
COc1ccccc1C=C1SC(=S)N(Cc2ccco2)C1=O	-1
Cc1cn(CCNS(=O)(=O)NCc2ccccc2)nn1	-47
CC(C)C(NC(=O)C1CCOCC1)c1ccc(Cl)cc1 (stereo unspecified)	-12
CC1(C(=O)NS(=O)(=O)c2cccc(Cl)c2)CCN1C(=O)c1ccc(C2CCCCC2)cc1 (stereo unspecified)	-6
CCOC1CCN(C(=O)NCc2ccc3ccccc3c2)CC1	-15
CC1Cc2cc(CNC(=O)c3ccc(-n4cnnc4)cc3)ccc2O1 (stereo unspecified)	-13

As entered above:
mcGAS RapidFire result of CCOc1ncccc1C(=O)NCc1ccc(C)c(F)c1 → 2
mcGAS RapidFire result of COc1ccccc1-n1cc(C(=O)N2CCN3C(=O)CNC(=O)C3C2)cn1 (stereo unspecified) → -9

(list continues)
SMILES	mcGAS RapidFire
IC1CC2CC=CC2CC1[n+]1ccccc1 (stereo unspecified)	-31
Cc1cccc(CN2CCN(Cc3cnn(C)c3)CC2)c1	-16
CC1(C(=O)NS(=O)(=O)c2cccc(F)c2)CCN1C(=O)CC1CCCCC1 (stereo unspecified)	-8
CC(C)OC(C)c1nc(-c2ccc(CO)cc2)no1 (stereo unspecified)	6
Cc1nc2cc(C(=O)N3CCCC(Nc4ccccc4)C3)ccc2n1-c1ccccc1 (stereo unspecified)	-2
O=C(Cc1ccccn1)N1CCCCC1CCN1CCOCC1 (stereo unspecified)	-35
CCOC(=O)CSCC(=O)NC(=O)c1cccn1C	1
O=C(Cc1cccnc1)N1CCCC(Nc2ccc(F)c(F)c2)C1 (stereo unspecified)	-4
Cc1ccc(C2=NN(C3CCS(=O)(=O)C3)C(c3cccs3)C2)o1 (stereo unspecified)	4
CCCN1CCC(N(C)C(=O)C2C(C=C(C)C)C2(C)C)CC1 (stereo unspecified)	-7
Cc1cccn2c(=O)cc(CSc3nnc(-c4cccs4)n3C3CC3)nc12	-6
CCc1cc(CN(C)C(=O)C2(c3ccc(F)cc3)CCOCC2)on1	-6
CCc1ccc(C(=O)NCc2ncc(Cl)n2C)cc1	10
CC(=O)c1cc2c(cc1NC(=O)CN(C)Cc1cnc(C)s1)OCO2	0
CCn1cc(C(=O)Nc2ccc(F)c(C(=O)OC)c2)c2ccccc21	2
OC1(c2cccc(C(F)(F)F)c2)CCN(Cc2nc(-c3cccs3)no2)CC1	-7
CC(C)(C)n1ncc2c(=O)n(NC(=O)c3cccc([N+](=O)[O-])c3)cnc21	-3
CC1CN(C(C)(C)CNC(=O)c2ccc(NS(=O)(=O)c3cccc([N+](=O)[O-])c3)cc2)CC(C)O1 (stereo unspecified)	-3
Cc1ccc(CN(CC(O)c2ccc3c(c2)OCO3)C2CC2)o1 (stereo unspecified)	4
CC(C)C(C)NC(=O)C1CCN(C(=O)c2ccc3nccn3c2)CC1 (stereo unspecified)	-12&-7
CNc1cc(-c2cccc(C(=O)N3CCOCC3)c2)ncn1	-5
CCCn1c(SCC(=O)c2cc(C)n(CC)c2C)n[nH]c1=O	-1
Cc1ccc(C(C)NC(=O)CCc2ccc(C#N)cc2)o1 (stereo unspecified)	-6
COCCN(Cc1nccs1)CC1CCCN(C2Cc3ccccc3C2)C1 (stereo unspecified)	-5
O=C(c1c(C(F)(F)F)nn(CCO)c1C(F)F)N1CCN(CC(F)F)CC1	-2
CCOC(=O)c1sc(N)c(C#N)c1COC(=O)c1c(NC(=O)C(C)(C)C)sc(C)c1C	-15
COc1ccccc1-n1cc(C(=O)N2[C@@H]3CC[C@H]2CNC(=O)C3)cn1	-10
O=C(C1CCCN1C(=O)c1cccs1)N(Cc1ccc2c(c1)OCO2)C1CCCC1 (stereo unspecified)	3
Cc1nc(NCc2ccccc2)c2cc[nH]c2n1	4
CC(C(=O)NCc1cc(Br)ccc1OC(F)F)n1cncn1 (stereo unspecified)	8
CCc1nnc(N2C(=O)c3ccccc3C2(O)c2ccccc2)s1 (stereo unspecified)	-7
N#CCC(=O)Nc1nc2ccccc2nc1Cl	-2
O=C(CC1CC2CCC1C2)N=c1ccccn1Cc1ccccc1 (stereo unspecified)	-6
Cn1nnnc1SCC(=O)Nc1sccc1C(N)=O	-10
COc1cccc(N/C=C(\C#N)C(=O)N2CCOCC2)c1	-9
Cc1ccc(C)c(CSC(C)C(=O)N2CCC(C(N)=O)CC2)c1 (stereo unspecified)	-11
Cc1cc(N)nc(SCC(=O)Nc2ccc(C#N)cc2)n1	-2
Cc1noc(C)c1CCCNC(=O)c1ccc(N(C)C2CCOC2)nc1 (stereo unspecified)	-4
O=C1CC2(CCCC2)C(=O)N1CN1CCN(S(=O)(=O)c2ccc(F)cc2F)CC1	-15
CC(/C=C1\N=C(c2ccc(Cl)c(Cl)c2)OC1=O)=C\c1ccccc1	-4
O=C(CN1C(=O)NC2(CCCCCCC2)C1=O)c1ccc(Cl)s1	4
O=C(Nc1ccc2c(c1)OCO2)C1=CN2CCN(Cc3cscn3)C(=O)N=C2O1	-4
Cc1ccc2c(c1)C1(NCCS1)C(=O)N2Cc1ccccc1Cl (stereo unspecified)	-6
CC(C)C1NC(=O)NC1=O (stereo unspecified)	-11
Cc1onc(-c2ccccc2)c1C(=O)N1CCN(C)CC1	-5
O=C1CC(c2ccc3c(c2)OCCO3)Oc2ccc(Br)cc21 (stereo unspecified)	-24
Oc1ccc(-n2nnnc2SCc2nc3ccccc3o2)cc1	-14
O=C(c1ccc(Oc2ccccc2)cc1)C1CCCN(C(=O)CCN2CCCCC2=O)C1 (stereo unspecified)	-5
CC1(C(=O)n2ncnc2N)CC1(Br)Br (stereo unspecified)	-10
O=C(N/N=C\c1ccc(O)cc1)c1ccc(=O)[nH]n1	-2
CN(C)c1ncccc1CNC(=O)c1ccc(Cn2ccnc2)o1	-30
O=C(C=Cc1ccc2c(c1)OCO2)c1ccc(Br)cc1	-9
CCn1c(C2CCNCC2)nn(CC2CN(Cc3ccccc3)CCO2)c1=O (stereo unspecified)	17
O=C1NCCN1c1ccc(CN2CCCC(OCc3ccccn3)C2)cc1 (stereo unspecified)	-7
Cc1nc2sc(C)c(C)n2c(=O)c1NC(=O)c1ccncc1	-6
CC(NC(=O)C1CCN(C(C)C)CC1)c1ccc2[nH]ccc2c1 (stereo unspecified)	-9
CC(C)N1CCn2nc(C(=O)N3CCC(c4cccc(O)c4)CC3)cc2C1	4
CN1CCC(N2CCCC(C(=O)N3Cc4ccccc4C3)C2)CC1 (stereo unspecified)	-10
Cc1ccc(C(=O)Nc2ccc(O)c(CN3CCOCC3)c2)cc1F	4
O=C(Nc1ccc(Oc2ccccc2F)cc1)C1CCN(Cc2ccccn2)CC1	-6
(more compounds)
SMILES	mcGAS RapidFire
Cc1ccc2ccccc2c1CO/N=C(/N)c1nonc1N	5
COCCN1C(=O)c2ccccc2[C@H](C(=O)NC/C=C(\C)CCC=C(C)C)[C@@H]1c1cccnc1	-149
Cc1cccc2cc(CO)c(-c3ccc(S(C)(=O)=O)cc3)nc12	-29
c1c[nH]c(-c2nnc(SCc3ccc4c(c3)OCO4)o2)c1	-5
NC(=O)NC(=O)C(c1ccccc1)N1CCC(c2nc3ccccc3s2)CC1 (stereo unspecified)	-8
COc1ccccc1OCc1coc(-c2ccc(C)cc2C)n1	-3
CC1CC(C)CN(C(=O)CN2CCN(c3nnc(Cl)c(N)n3)CC2)C1 (stereo unspecified)	-6
CC1(C)OC(=O)NC1=O	4
Cc1cc(C)cc(NC(=O)CC(=O)N[C@@H]2C[C@H]2c2ccccc2)c1	-26
O=C(NCc1cccs1)NCC1CN(c2ccc(F)cc2)C(=O)O1 (stereo unspecified)	-8
CCCn1c2ccccc2n2c(C(C)=O)c(-c3ccccc3)nc12	-29
CCCc1cc(C(=O)Nc2ccc(N(C)C)nc2)sc1C	-1

Source: PubChem BioAssay
